ERAP1 HTS inh: human ERAP1 aminopeptidase inhibitors, primary screen, biochemical, single point, plate reader; AID 652197, 2013; inhibition, % at 10.7 µM; recombinant ERAP1, Leu-AMC fluorescence, 60 min; actives 0.15% (n = 340,000); Endoplasmic reticulum aminopeptidase 1 (Homo sapiens), Q9NZ08;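 active means mean replicate inhibition of at least 30%, or all replicates individually reaching that 30% level; inactive means mean below 30% and not every replicate reaching it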;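 further: 0% = neutral control wells and 100% = L-leucinethiol positive control wells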
Target sequence (Q9NZ08 whole entry, looked up): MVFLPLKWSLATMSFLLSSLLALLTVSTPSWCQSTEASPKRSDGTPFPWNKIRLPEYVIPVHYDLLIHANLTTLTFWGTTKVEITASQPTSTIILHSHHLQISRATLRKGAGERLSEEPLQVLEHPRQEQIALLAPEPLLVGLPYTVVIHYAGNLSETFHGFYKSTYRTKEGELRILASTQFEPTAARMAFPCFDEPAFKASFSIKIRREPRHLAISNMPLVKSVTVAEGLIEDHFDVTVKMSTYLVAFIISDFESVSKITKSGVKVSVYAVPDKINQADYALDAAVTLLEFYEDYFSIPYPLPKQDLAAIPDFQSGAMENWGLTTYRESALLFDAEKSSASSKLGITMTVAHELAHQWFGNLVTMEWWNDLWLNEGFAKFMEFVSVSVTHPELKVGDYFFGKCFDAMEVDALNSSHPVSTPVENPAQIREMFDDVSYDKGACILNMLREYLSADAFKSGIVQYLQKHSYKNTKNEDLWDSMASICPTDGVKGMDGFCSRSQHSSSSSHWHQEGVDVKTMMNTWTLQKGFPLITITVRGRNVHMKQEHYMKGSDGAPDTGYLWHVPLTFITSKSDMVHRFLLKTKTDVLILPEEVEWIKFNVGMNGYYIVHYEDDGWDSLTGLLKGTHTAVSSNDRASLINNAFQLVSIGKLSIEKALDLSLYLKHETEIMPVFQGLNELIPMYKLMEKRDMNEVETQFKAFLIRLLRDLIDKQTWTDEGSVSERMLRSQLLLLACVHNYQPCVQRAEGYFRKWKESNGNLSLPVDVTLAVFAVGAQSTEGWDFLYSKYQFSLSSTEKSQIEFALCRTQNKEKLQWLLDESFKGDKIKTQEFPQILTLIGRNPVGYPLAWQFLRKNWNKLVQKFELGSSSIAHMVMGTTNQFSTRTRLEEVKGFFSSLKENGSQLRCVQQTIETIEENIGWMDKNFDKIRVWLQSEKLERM
EWS-Fli block: EWS/Fli-driven NR0B1 reporter inhibitors, primary screen, A673 cells, NR0B1 luciferase, luminescence, MLPCN library; actives 0.67% (n = 350,000); inhibition, % at 12.6 µM; AID 651661, 2012; viability-normalised;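 active means mean inhibition of at least 50% after viability correction, with every replicate also passing that limit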;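 further: firefly luciferase signal divided by Alamar Blue viability fluorescence both relative to DMSO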
PglD inh: C. jejuni PglD acetyltransferase inhibitors, primary screen, biochemical, DTNB colorimetric, single point; UDP-N-acetylbacillosamine N-acetyltransferase PglD (Campylobacter jejuni); purified PglD enzyme, DTNB colorimetric CoA detection; inhibition, % at 12.5 µM; actives 0.098% (n = 360,000); in the data active means inhibition above about 16%, passing the limit was not always enough; further: strong numbers were not always called active
PAX8 inh HTS: inhibitors of PAX8-driven TPO luciferase reporter, primary screen, RMG-I cells, single concentration. actives 1.2% (n = 360,000). inhibition, % at 12.6 µM. SteadyGlo, 24 h;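 active means mean replicate inhibition at least 60% with every replicate also reaching 60%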;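 further: luciferase light reporting Pax8 driven TPO promoter activity; plate controls were median of neutral control wells for no effect and mitoxantrone controls for full effect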
FN deposit inh: inhibitors of fibronectin matrix deposition, primary screen, AH1F cells, Alexa488-fibronectin fluorescence, plate reader. AH1F fibroblasts, overnight. inhibition, % at 12.6 µM. actives 0.086% (n = 350,000). AID 743247, 2014;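 active means mean inhibition across replicates of 30% or more, regardless of how many single replicates reach that level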;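 further: positive control wells lacked labelled fibronectin entirely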
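Measured by – fluorescence 485/525 nm · System – AH1F fibroblast monolayer, labelled fibronectin deposition · Amount – 10000 cells per well · Buffer or medium – serum-reduced DMEM (2% serum) · Doses – single dose, pinned · Also added – fluorescent fibronectin at 24 nM final · Schedule – 1 h cell attachment, overnight exposure to compound and label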
PGC1a acetyl inh: inhibitors of PGC1a acetylation signal, primary screen, cell-based, U2OS, AlphaScreen, inhibitor mode. AlphaScreen anti-acetyl-lysine; with virally co-expressed GCN5 acetyltransferase. actives 0.17% (n = 350,000). inhibition, % at 15.6 µM;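 active means every replicate shows inhibition of at least 40%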;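 further: 0% = neutral control wells and 100% = positive control wells; some results beyond the cut were filed as inactive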
LGR2 antag: inhibitors of bursicon-induced LGR2 CRE-luciferase signal, primary screen, cell-based, HEK293, CRE-luciferase reporter, bursicon stimulation. actives 0.35% (n = 380,000). bursicon-stimulated, 4 h. inhibition, % at 9.99 µM. Drosophila bursicon receptor LGR2 (rickets);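 active means drop in luminescence signal, shown as inhibition above about 50% in the replicate tests, limit read from the data, passing the limit was not always enough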;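 further: agonist challenge used bursicon conditioned medium at about half maximal strength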
S100A4 MyoIIA: inhibitors of S100A4-myosin IIA peptide binding, primary screen, biochemical, fluorescence polarization, TAMRA-MyoIIA peptide; Protein S100-A4 (Homo sapiens), P26447; inhibition, % at 10.7 µM; actives 0.14% (n = 360,000);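 active means mean inhibition of at least 70% across replicates, with every replicate also reaching that level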
Target sequence (P26447 whole entry, looked up): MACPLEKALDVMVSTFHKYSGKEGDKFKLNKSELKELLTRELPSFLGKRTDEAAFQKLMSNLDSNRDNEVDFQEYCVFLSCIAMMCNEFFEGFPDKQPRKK
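Test system – S100A4 monomer (human) · Compound – single-point compound testing · Schedule – 5 min incubation before reading · Probe or stimulus – TAMRA-labelled myosin IIA heavy-chain peptide probe, 5 nM · Benchmarks – neutral control DMSO, positive control TFP · Medium – Calcium-containing HEPES buffer, pH 7.2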
Active calls of the source: *; / = no result given; & = joins results of further samples. Not a hit list. About 2.1% of those tested had a hit in this group.

SMILES | ERAP1 HTS inh | EWS-Fli block | PglD inh | PAX8 inh HTS | FN deposit inh | PGC1a acetyl inh | LGR2 antag | S100A4 MyoIIA
CN1CCN(C(=O)C[C@@H]2CC[C@@H]3[C@H](COC[C@H](O)CN3C(=O)C3CCOCC3)O2)CC1 | -4 | 0 | 3 | 3 | -2 | -1 | -2 | -21
COC(=O)C(NC(C)=O)(Nc1nc2ccc(C)cc2s1)C(F)(F)F (stereo unspecified) | / | / | -14 | 8 | 4 | -3 | / | /
N#Cc1c(NC(=O)C(=O)NCCCN2CCOCC2)sc2c1CCCC2 | 0 | 1 | 4 | 3 | 4 | / | 0 | -6
CC(=O)Nc1cccc(OCCOc2cccc([N+](=O)[O-])c2)c1 | 3 | -23 | / | -5 | -1 | / | -34 | 5
N#C[C@H]1[C@@H](c2ccccc2-c2ccc(F)cc2)[C@@H](CO)N1C(=O)NC1CCCCC1 | 0 | 12 | / | -2 | -8 | 10 | -4 | 0
COCC(=O)N(C[C@@H]1N[C@H](CO)[C@H]1c1ccc(-c2cccnc2)cc1)C(C)C | -1 | -1 | -1 | -15 | -6 | -7 | -7 | -6
CN1C(=O)c2cc(NC(=O)Nc3ccccc3F)ccc2OC[C@@H]2O[C@@H](CC(=O)NCc3ccc(-c4ccccc4)cc3)CC[C@H]21 | -3 | -3 | -3 | -1 | -12 | -2 | 11 | 0
CCN1CCN(C(=O)C23CCC(C)(C(=O)C2Br)C3(C)C)CC1 (stereo unspecified) | 0 | 9 | 0 | -10 | -6 | / | 11 | -7
O=C(Nc1cccc(C(F)(F)F)c1)Nc1nnc([C@@H]2C[C@H](O)[C@@H](CO)O2)s1 | -10 | -27 | 1 | -35 | 21 | 21 | / | -3
O=c1c(Cl)c(N2CCN(c3ccc(F)cc3)CC2)cnn1C12CC3CC(CC(C3)C1)C2 | 10 | 7 | / | 11 | 0 | / | / | 5
C[C@H](CO)N1C[C@H](C)[C@@H](CN(C)S(=O)(=O)c2cccc(C#N)c2)OCc2cnnn2CCCC1=O | 0&-1 | 4&0 | 6&0 | 4&2 | -1&-3 | 0&3 | 17 | -1&-5
CCN(CC)c1ncnc2c1ncn2[C@H]1CN(C2CCCC2)C[C@@H](CO)O1 | 3 | 5 | -2 | -20 | 11 | / | -11 | -1
O=[N+]([O-])c1cccc(COc2ccccc2CN2CCOCC2)c1 | / | 5 | -2 | 9 | -2 | -9 | 12 | -23
O=C(NCc1ccc2c(c1)OCO2)C(=O)NCC1OCCCN1S(=O)(=O)c1ccc(F)cc1 (stereo unspecified) | -1 | 6 | 2 | 19 | 4 | / | 0 | -9
CCOC(=O)C1=C(C)NC2=C(C(=O)CCC2)C1c1ccc(O)c(OCC)c1 (stereo unspecified) | / | / | / | 18 | 13 | 14 | -8 | /
C[C@@H]1CCCCO[C@H](CN(C)C(=O)Nc2ccc(C(F)(F)F)cc2)[C@H](C)CN([C@H](C)CO)C(=O)c2cc(NC(=O)Nc3ccc(F)cc3)ccc2O1 | 2 | -11 | 2 | 10 | -12 | 14 | 3 | -1
O=C(CSc1nnc(NC(=O)c2ccc(F)cc2F)s1)NC1CCCC1 | 3 | -31 | 1 | -62 | 1 | -24 | 10 | 1
Cc1cnn(CCC(=O)NNC(=S)Nc2cccc(Cl)c2)c1 | / | / | 0 | / | 15 | 2 | -22 | /
CCNC(=O)C[C@@H]1CC[C@@H]2[C@@H](COc3ccc(NC(=O)Nc4ccc(Cl)cc4)cc3C(=O)N2C)O1 | 1 | -42 | 2 | 1 | 1 | -2 | -11 | -5
CCOc1ccc(S(=O)(=O)N2CCC(C(=O)NCc3ccncc3)CC2)cc1Cl | -1 | 17 | -2 | 9 | 5 | 10 | -20 | 0

Continued (2 carried over from the part before).
SMILES | ERAP1 HTS inh | EWS-Fli block | PglD inh | PAX8 inh HTS | FN deposit inh | PGC1a acetyl inh | LGR2 antag | S100A4 MyoIIA
CCNC(=O)C[C@@H]1CC[C@@H]2[C@@H](COc3ccc(NC(=O)Nc4ccc(Cl)cc4)cc3C(=O)N2C)O1 | 1 | -42 | 2 | 1 | 1 | -2 | -11 | -5
CCOc1ccc(S(=O)(=O)N2CCC(C(=O)NCc3ccncc3)CC2)cc1Cl | -1 | 17 | -2 | 9 | 5 | 10 | -20 | 0
COc1ccc(CN(C)C[C@H]2Oc3ccc(NC(=O)Nc4cccc5ccccc45)cc3C(=O)N([C@@H](C)CO)C[C@H]2C)cc1 | -2 | 4 | -3 | 21 | / | -13 | -3 | -7
C[C@@H]1CN([C@H](C)CO)C(=O)c2cc(C#CCN(C)C)cnc2O[C@@H]1CN(C)Cc1ccc(F)cc1 | 2 | -6 | 1 | / | -7 | 5 | -15 | 13
COc1ccc(N2CC(C(=O)Nc3nc4ccccc4s3)CC2=O)cc1 (stereo unspecified) | / | -5 | 3 | -14 | -2 | 1 | 3 | -3
C=CCN1CC(=O)N2C(C)c3[nH]c4ccccc4c3C[C@H]2C1=O (stereo partly specified) | 1 | -1 | -2 | 8 | -1 | 7 | -2 | -3
COC(=O)[C@H](CCSC)NC(=O)Cn1cc(C)c(=O)[nH]c1=O | 0 | -7 | 5 | -5 | 3 | / | -14 | 3
COc1cc(C(=O)N2CCOC23CCN(Cc2ccccc2)CC3)cc(OC)c1OC | 0 | 6 | 1 | 20 | / | 5 | 2 | -1
COC(=O)c1sc2ncn(CC(=O)N(C)C3CCCCC3)c(=O)c2c1C | 10 | -6 | -3 | 5 | -1 | / | -17 | 6
CNC[C@H]1Oc2ccc(NC(=O)Nc3ccc(OC)cc3)cc2CC(=O)N([C@@H](C)CO)C[C@@H]1C | 0 | -2 | 4 | 7 | / | -1 | 2 | 6
CCOC(=O)c1ccc(NC(=O)c2nc[nH]c2C(=O)NCCCCNC(=O)c2[nH]cnc2C(=O)Nc2ccc(C(=O)OCC)cc2)cc1 | 0 | 8 | -3 | 7 | -5 | 0 | 1 | -4
COC(=O)c1cc(Br)c(=O)n(-c2ccc(F)cc2)c1 | / | / | -7 | -7 | 0 | 4 | / | /
CCSc1nnc(NC(=O)[C@@H](NC(=O)c2cccc(C)c2)C(C)C)s1 | / | / | 23* | 11 | -2 | 7 | 1 | /
O=c1c2ccccc2nnn1Cc1cccc2ccccc12 | -1 | -8 | -2 | -9 | 4 | / | -17 | -1
O=C(CSc1nc2[nH]ncc2c(=O)n1-c1ccccc1Br)NCc1ccco1 | / | / | -2 | / | 0 | -2 | 3 | /
CCOC(=O)[C@]12CCCC=C1N(CCC1=CCCCC1)C(=O)[C@H](CC(=O)N1CCCC1)C2 | 0 | 8 | / | 7 | -1 | / | -1 | 2
CNC[C@H]1Oc2ccc(NC(=O)Nc3cccc4ccccc34)cc2C(=O)N([C@H](C)CO)C[C@@H]1C | -1 | 7 | 4 | 4 | / | 3 | 3 | 20
CO[C@H]1CN(C)C(=O)c2cc(NS(=O)(=O)c3ccc(Cl)cc3)ccc2OC[C@H](C)NC[C@H]1C | -3 | -4 | 1 | 2 | 4 | -8 | -21 | -7
O=C(CCCC(=O)N(c1ccc(F)cc1)C(C(=O)NC1CCCC1)c1ccc(O)cc1)Nc1ccccn1 (stereo unspecified) | 4 | 4 | 2 | 16 | 9 | / | 10 | 0
O=C(NC(=S)NNC(=O)c1ccccc1O)c1ccc([N+](=O)[O-])cc1 | -2 | 3 | -5 | 26 | 4 | / | 2 | -1
Cc1ccc(O)c(/C=N/NC(=O)CN2CCCC2)c1 | 0 | 14 | 6 | 8 | -6 | 84* | / | 1
CN1CCN(C(=O)c2ccc3c(c2)S(=O)(=O)c2ccccc2C3=O)CC1 | 0 | 14 | -5 | 19 | -2 | / | / | -2

Entries of single compounds, quoted from the list.
`COc1ccc(N2CC(C(=O)Nc3nc4ccccc4s3)CC2=O)cc1` (stereo unspecified) reads ERAP1 HTS inh: /; EWS-Fli block: -5; PglD inh: 3; PAX8 inh HTS: -14; FN deposit inh: -2; PGC1a acetyl inh: 1; LGR2 antag: 3; S100A4 MyoIIA: -3
`COc1cc(C(=O)N2CCOC23CCN(Cc2ccccc2)CC3)cc(OC)c1OC` reads ERAP1 HTS inh: 0; EWS-Fli block: 6; PglD inh: 1; PAX8 inh HTS: 20; FN deposit inh: /; PGC1a acetyl inh: 5; LGR2 antag: 2; S100A4 MyoIIA: -1

Remaining list, next part.
SMILES | ERAP1 HTS inh | EWS-Fli block | PglD inh | PAX8 inh HTS | FN deposit inh | PGC1a acetyl inh | LGR2 antag | S100A4 MyoIIA
COc1ccc(NC(=O)C2CC(=O)N(C)C(=Nc3ccc4c(c3)OCO4)S2)cc1 (stereo unspecified) | 2 | 5 | / | / | / | / | 3 | -5
O=C(NC12CC3CC(CC(C3)C1)C2)c1ccco1 | -1 | 9 | -3 | 17 | 1 | 2 | -2 | -2
C[C@H](CO)N1C[C@H](C)[C@H](CN(C)S(=O)(=O)c2ccccc2)Oc2ccc(NC(=O)NC3CCCCC3)cc2C1=O | 1 | 0 | -6 | 1 | -2 | 0 | 19 | 2
Fc1ccccc1CNC(=S)NC1CCCCC1 | -2 | -4 | 0 | 9 | / | -10 | 4 | -5
Cc1noc(C)c1NC(=O)N(C)C[C@H]1OCCCC[C@H](C)Oc2ccc(NC(=O)Nc3ccc(F)cc3)cc2C(=O)N([C@@H](C)CO)C[C@@H]1C | 2 | -3 | -3 | -10 | 1 | 9 | 3 | 2
Cc1noc(C)c1NC(=O)N[C@@H]1C=C[C@@H](CC(=O)Nc2ccc(-c3ccccc3)cc2)O[C@H]1CO | 0 | 2 | 1 | 5 | -8 | -8 | 2 | 1
COc1ccc(NC(=S)N2CCN(S(=O)(=O)c3ccc(F)cc3)CC2)cc1 | 1 | / | -2 | 3 | 10 | / | 8 | 2
C[C@H](CO)N1C[C@H](C)[C@@H](CN(C)Cc2ccc(C(=O)O)cc2)Oc2cc(/C=C/c3ccccc3)ccc2S1(=O)=O | 1 | -14 | -3 | / | / | 9 | / | 18
COc1ccc(N2CC(C(=O)Nc3cc(C)ccn3)CC2=O)cc1 (stereo unspecified) | 4 | 14 | 4 | 10 | 1 | 1 | -5 | 0
COc1cccc(NC(=O)N[C@H]2C=C[C@H](CC(=O)Nc3ccc(-c4ccccc4)cc3)O[C@@H]2CO)c1 | 0 | / | 1 | / | 0 | 5 | 2 | -11
COc1ccc(OC)c(C2CC(=O)N3CN(c4cccc(Cl)c4C)CSC3=C2C#N)c1 (stereo unspecified) | 2 | 5 | 2 | / | 0 | / | 2 | -5
CCOC(=O)[C@@H]1[C@H]2COc3cc(OC)ccc3[C@@H]2N2C(=O)N(c3ccccc3)C(=O)[C@@]12C | -3 | 6 | 6 | 12 | 5 | 4 | -17 | -11
CCN1CC(C)(C)N(C(=O)c2ccccc2)CC1(C)C | 2 | 14 | / | -6 | 0 | / | -10 | 7
CC(C)NC(=O)N1CCCCN2[C@@H](CO)[C@H](c3ccc(Br)cc3)[C@@H]2C1 | 1 | -17 | 0 | 9 | / | 4 | 5 | 27
Cc1ccc2nc(C3CCN(C(=O)c4ccco4)CC3)[nH]c2c1 | / | / | -4 | / | 10 | -2 | 6 | /
O=C(c1ccccc1Cl)N(Cc1ccc(Br)cc1)N1C(=O)CCCC1=O | / | 0 | 4 | -1 | -2 | 6 | -1 | 0
CSc1nnc(NC(=O)c2nc(S(=O)(=O)Cc3ccccc3)ncc2Cl)s1 | 1 | / | -2 | 17 | -16 | -46 | -16 | 1

Compound activity deposited in PubChem by Broad Institute.
